IDH1 R132H inh = IDH1 R132H (human) inhibition. inhibition, % at 10 µM. IDH1 R132H reductase, diaphorase/resazurin fluorescence, 60 min. 0.18% of 70,000 active; in the data active = inhibition above about 34%;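 note: 0% = DMSO and 100% = no enzyme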
Target sequence (O75874 whole entry R132H): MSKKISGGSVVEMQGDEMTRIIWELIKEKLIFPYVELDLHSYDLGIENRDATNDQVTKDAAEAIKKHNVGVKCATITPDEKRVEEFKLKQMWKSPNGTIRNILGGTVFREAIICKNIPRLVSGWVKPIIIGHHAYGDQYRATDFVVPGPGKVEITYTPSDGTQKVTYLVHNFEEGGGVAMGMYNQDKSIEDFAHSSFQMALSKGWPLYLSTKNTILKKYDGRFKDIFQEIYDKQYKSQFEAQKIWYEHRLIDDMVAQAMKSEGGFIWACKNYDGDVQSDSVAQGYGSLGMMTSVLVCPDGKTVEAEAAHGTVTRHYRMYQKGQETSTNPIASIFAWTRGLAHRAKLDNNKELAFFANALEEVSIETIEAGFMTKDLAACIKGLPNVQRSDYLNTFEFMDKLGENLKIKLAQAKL
PRC2 inh = inhibitors of human EZH2/PRC2 methyltransferase; Q15910; PRC2 H3K27 methylation, DELFIA TRF, 1 h; inhibition, % at 12.5 µM; 0.35% of 57,000 active;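 active = mean inhibition of replicates at least 50% and every single replicate also reaching 50%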;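 note: dimethyl H3K27 on biotinylated H3 21-44 peptide detected by antibody; plate controls were median neutral control wells for no effect and median positive control wells for full effect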
* = called active by the depositor; . = no result given. The list is partial; rates above refer to the full screens.

SMILES | IDH1 R132H inh | PRC2 inh
C[C@H](CO)N1C[C@H](C)[C@H](CN(C)C(=O)c2ccccc2)Oc2ncc(/C=C/c3ccccc3)cc2C1=O | -0.2 | 0.6
C[C@@H]1CN([C@H](C)CO)C(=O)c2cc(-c3cncnc3)cnc2O[C@H]1CN(C)C(=O)CN1CCOCC1 | -0.2 | -4.2
C[C@H](CO)N1C[C@H](C)[C@H](CN(C)Cc2ccncc2)OCCCC[C@H](C)Oc2ccc(NC(=O)c3ccncc3)cc2C1=O | 2.9 | 4.3
CNC[C@@H]1OCCCC[C@@H](C)Oc2ccc(NC(=O)Nc3ccccc3)cc2C(=O)N([C@@H](C)CO)C[C@H]1C | 1.4 | 2.7
Cc1noc(C)c1S(=O)(=O)Nc1ccc2c(c1)CC(=O)N([C@@H](C)CO)C[C@@H](C)[C@H](CN(C)CC1CCCCC1)O2 | -0.1 | -9.2
C=C(C)C1Cc2c(ccc(C(=O)O)c2O)O1 (stereo not given) | 1.1 | .
O=C(NCC[C@@H]1CC[C@@H](NC(=O)C2CCOCC2)[C@H](CO)O1)c1ccc(F)cc1 | 0.2 | 2.9
Cc1ccc(S(=O)(=O)Nc2cccc3c2O[C@@H](CN(C)CC2CC2)[C@H](C)CN([C@@H](C)CO)C3=O)cc1 | 0.2 | -3.8
COc1ccc(NC(=O)CC(C(=O)O)N(C)C)cc1 (stereo not given) | 0.0 | -26.6
C[C@@H]1CCCCO[C@H](CN(C)S(=O)(=O)c2cn(C)cn2)[C@H](C)CN([C@@H](C)CO)C(=O)c2cc(NC(=O)c3ccccc3)ccc2O1 | -1.5 | .

As entered above:
Result of C[C@H](CO)N1C[C@H](C)[C@H](CN(C)Cc2ccncc2)OCCCC[C@H](C)Oc2ccc(NC(=O)c3ccncc3)cc2C1=O in IDH1 R132H inh: 2.9
Result of C=C(C)C1Cc2c(ccc(C(=O)O)c2O)O1 (stereo not given) in IDH1 R132H inh: 1.1
Result of CNC[C@@H]1OCCCC[C@@H](C)Oc2ccc(NC(=O)Nc3ccccc3)cc2C(=O)N([C@@H](C)CO)C[C@H]1C in PRC2 inh: 2.7
Result of C[C@@H]1CN([C@H](C)CO)C(=O)c2cc(-c3cncnc3)cnc2O[C@H]1CN(C)C(=O)CN1CCOCC1 in PRC2 inh: -4.2

Returning to the listing; the two compounds before the break are reprinted first.
SMILES | IDH1 R132H inh | PRC2 inh
COc1ccc(NC(=O)CC(C(=O)O)N(C)C)cc1 (stereo not given) | 0.0 | -26.6
C[C@@H]1CCCCO[C@H](CN(C)S(=O)(=O)c2cn(C)cn2)[C@H](C)CN([C@@H](C)CO)C(=O)c2cc(NC(=O)c3ccccc3)ccc2O1 | -1.5 | .
C[C@@H]1CN([C@H](C)CO)C(=O)Cc2cc(NS(=O)(=O)c3cn(C)cn3)ccc2O[C@@H]1CN(C)C | 2.3 | 4.7
Cc1c(Cl)cccc1Nc1nc(N)nc(CSCCO)n1 | 0.4 | -6.9
CNC[C@H]1OCCCC[C@@H](C)Oc2ccc(NS(=O)(=O)c3c(C)noc3C)cc2C(=O)N([C@H](C)CO)C[C@@H]1C | 0.5 | .
COCC(=O)Nc1ccc2c(c1)C(=O)N(C)C[C@@H](OC)[C@@H](C)CN(C(=O)COC)[C@@H](C)CO2 | 0.0 | -3.5
CN(C)CC(=O)N[C@@H]1CC[C@H](CCn2cc(C3CCCC3)nn2)O[C@@H]1CO | 0.0 | -0.2
C[C@H](O)C#Cc1ccc2c(c1)O[C@H](CN(C)C(=O)c1ccccc1)[C@@H](C)CN([C@H](C)CO)S2(=O)=O | . | -8.0
Cc1noc(C)c1S(=O)(=O)N(C)C[C@H]1Oc2ccc(NC(=O)CCCN(C)C)cc2C(=O)N([C@@H](C)CO)C[C@H]1C | 1.5 | .
O=C(N/N=C/c1ccc(N2CCCC2)cc1)c1ccccc1O | . | 18.8
CC(C)NC(=O)Nc1ccc2c(c1)C(=O)N([C@H](C)CO)C[C@H](C)[C@H](CN(C)C(=O)NC1CCCCC1)OCCCC[C@H](C)O2 | . | -6.6
O=C(N[C@@H]1CC[C@H](CCNC(=O)C2CCCC2)O[C@@H]1CO)c1ccncc1 | 0.1 | 29.5
Cc1ccc(-c2ccc3c(c2)O[C@H](CN(C)C(=O)NC(C)C)[C@H](C)CN([C@@H](C)CO)S3(=O)=O)cc1 | -3.8 | -3.2
O=C(C1=C[C@@H](c2ccc3c(c2)OCO3)C[C@@H](OCCCCO)O1)N1CCN(Cc2ccc3c(c2)OCO3)CC1 | . | 7.3
Cc1noc(C)c1S(=O)(=O)Nc1ccc2c(c1)C(=O)N([C@@H](C)CO)C[C@@H](C)[C@@H](CN(C)S(=O)(=O)c1ccc(Cl)cc1)OCCCC[C@@H](C)O2 | 0.3 | .
C[C@H]1CN([C@@H](C)CO)S(=O)(=O)c2ccc(-c3ccccc3)cc2O[C@H]1CN(C)C(=O)Cc1ccccc1 | -1.2 | -6.8
C[C@@H]1CN([C@@H](C)CO)C(=O)Cc2cc(NS(=O)(=O)c3cccs3)ccc2O[C@H]1CN(C)Cc1ccc(C(F)(F)F)cc1 | -0.2 | .
O=C1CC(c2ccccc2)Cc2nc(NCc3ccco3)ncc21 (stereo not given) | -0.7 | .
C[C@@H]1CN([C@H](C)CO)C(=O)c2cc(C#Cc3ccccc3)cnc2O[C@@H]1CN(C)CC1CCOCC1 | -2.1 | -6.3
COC(=O)C(O)(CC(=O)Nc1cccc(SC)c1)C(F)(F)F (stereo not given) | 0.2 | -2.5
COCC1=C([C@H](O)c2ccccc2)[C@H](CO)[C@@H]2C(=O)N(C)C(=O)[C@@H]2C1 | . | 10.3
O=C(N[C@@H]1CC[C@H](CCn2cc(C3(O)CCCC3)nn2)O[C@H]1CO)C1CCCC1 | -0.1 | 8.0
CCCNC(=O)Nc1ccc2c(c1)C(=O)N(C)C[C@H](OC)[C@@H](C)CN[C@H](C)CO2 | 0.3 | 0.7
C[C@@H]1CCCCO[C@H](CN(C)C(=O)Nc2ccccc2)[C@H](C)CN([C@@H](C)CO)C(=O)c2cc(NS(=O)(=O)c3ccc(F)cc3)ccc2O1 | 1.9 | .
Cc1ccc(S(=O)(=O)N(CCC#N)CCC#N)cc1 | 0.0 | 29.1
CO[C@H]1CN(C)C(=O)c2cc(NC(C)=O)ccc2OC[C@@H](C)N(Cc2cncnc2)C[C@@H]1C | 0.1 | 6.8
CNC[C@H]1OCc2cnnn2CCCC(=O)N([C@@H](C)CO)C[C@H]1C | . | -1.8
O=S(=O)(N[C@@H]1CC[C@H](CCn2cc(C3CC3)nn2)O[C@@H]1CO)c1ccc(F)cc1 | 0.0 | 2.3
COc1cc(/C=C/C(=O)O[C@@H]2C[C@@](O)(C(=O)O)C[C@@H](O)[C@@H]2O)ccc1O | -1.0 | 89.8*
CO[C@@H]1CN(C)C(=O)c2ccc(NS(C)(=O)=O)cc2OC[C@@H](C)N(S(=O)(=O)CC(F)(F)F)C[C@H]1C | 0.0 | 5.7
COc1ccccc1C#Cc1ccc2c(c1)O[C@@H](CN(C)Cc1ccncc1)[C@@H](C)CN([C@H](C)CO)S2(=O)=O | -5.4 | .
Cc1noc(C)c1S(=O)(=O)N(C)C[C@H]1Oc2ccc(NS(=O)(=O)c3ccc(Cl)cc3)cc2CC(=O)N([C@H](C)CO)C[C@H]1C | 0.5 | .

Given with each value named: part of the list above
CNC[C@H]1OCc2cnnn2CCCC(=O)N([C@@H](C)CO)C[C@H]1C
- IDH1 R132H inh: .
- PRC2 inh: -1.8

O=S(=O)(N[C@@H]1CC[C@H](CCn2cc(C3CC3)nn2)O[C@@H]1CO)c1ccc(F)cc1
- IDH1 R132H inh: 0.0
- PRC2 inh: 2.3

Next section
SMILES | IDH1 R132H inh | PRC2 inh
C[C@H]1CN([C@@H](C)CO)S(=O)(=O)c2ccc(C3=CCCCC3)cc2O[C@H]1CN(C)C(=O)C1CCOCC1 | -0.4 | -1.4
COc1ccc(NC(=O)Nc2ccc3c(c2)C(=O)N([C@@H](C)CO)C[C@@H](C)[C@@H](CN(C)CC2CCCCC2)OCCCC[C@@H](C)O3)cc1 | 1.2 | .
C[C@H](CO)N1C[C@H](C)[C@H](CN(C)Cc2ccc3c(c2)OCO3)Oc2ncc(-c3cccc(F)c3)cc2C1=O | -1.0 | .
Cn1c(SCC(=O)c2cccc([N+](=O)[O-])c2)nnc1-c1cc2ccccc2o1 | 0.4 | 23.1
C[C@H]1CN([C@@H](C)CO)C(=O)c2cc(NC(=O)c3ccncc3)ccc2O[C@H]1CN(C)C(=O)Nc1ccc(C(F)(F)F)cc1 | -0.4 | 2.1
O=C(Nc1cccc(F)c1)N[C@@H]1CC[C@H](CCn2cc(Cc3ccccc3)nn2)O[C@H]1CO | -0.1 | 5.3
COC(=O)c1c(-c2cc(OC)c(OC)c(OC)c2)c2ccnc(OCc3ncccn3)c2c(=O)n1Cc1ccnc(C)c1 | 0.9 | 5.6
O=C(CCc1ccc(O)cc1)c1ccc(O[C@@H]2O[C@H](CO)[C@H](O)[C@H](O)[C@H]2O)cc1O | 0.4 | .
COCCOC(=O)N1C(=O)[C@@]2(c3ccccc31)[C@H](c1ccc(O)cc1)N1[C@H](c3ccccc3)[C@H](c3ccccc3)OC(=O)[C@H]1[C@@H]2C(=O)N1CCc2cc(OC)c(OC)cc2C1 | 0.5 | -17.9
O=C(C[C@@H]1CC[C@H](NC(=O)Nc2ccc(C(F)(F)F)cc2)[C@H](CO)O1)NCc1cccc(F)c1 | -0.5 | 3.1
C[C@H](CO)N1C[C@H](C)[C@H](CN(C)Cc2ccccc2)Oc2ncc(-c3cccnc3)cc2C1=O | 0.0 | 6.8
C[C@@H]1CN([C@H](C)CO)C(=O)c2cc(C3=CCCCC3)cnc2O[C@@H]1CN(C)C(=O)c1cccc(F)c1 | -1.1 | -3.4
CCCC#Cc1cnc2c(c1)C(=O)N([C@H](C)CO)C[C@H](C)[C@@H](CN(C)C)O2 | -1.6 | 21.2
CO[C@H]1CN(C)C(=O)c2cc(NS(C)(=O)=O)ccc2OC[C@H](C)N(S(C)(=O)=O)C[C@H]1C | -0.1 | 9.1
CCCNC(=O)N(C)C[C@H]1Oc2cc(C#CC3CC3)ccc2S(=O)(=O)N([C@@H](C)CO)C[C@@H]1C | -2.6 | -4.1
Cc1c(Cl)cccc1NC(=O)CSc1nnc(-c2cccs2)n1C | 0.1 | .
C[C@@H]1CCCCO[C@H](CN(C)C)[C@@H](C)CN([C@@H](C)CO)C(=O)c2cc(NC(=O)Nc3ccc4c(c3)OCO4)ccc2O1 | 2.4 | 4.1
CO[C@H]1CN(C)C(=O)c2ccc(NC(=O)Nc3ccc4c(c3)OCO4)cc2OC[C@H](C)NC[C@H]1C | -0.2 | -0.9
C[C@@H]1CN([C@@H](C)CO)C(=O)c2cc(NC(=O)Nc3ccc(F)cc3)ccc2O[C@@H](C)CCCCO[C@H]1CN(C)Cc1ccc(Cl)c(Cl)c1 | 0.1 | .
COc1ccccc1CNC(=O)C[C@H]1CC[C@@H](NC(C)=O)[C@H](CO)O1 | -0.1 | -7.9

Structural class, the compounds so far containing a furan ring, fused or not
SMILES | IDH1 R132H inh | PRC2 inh
O=C1CC(c2ccccc2)Cc2nc(NCc3ccco3)ncc21 (stereo not given) | -0.7 | .
Cn1c(SCC(=O)c2cccc([N+](=O)[O-])c2)nnc1-c1cc2ccccc2o1 | 0.4 | 23.1

Additional entries follow:
SMILES | IDH1 R132H inh | PRC2 inh
C[C@H](CO)N1C[C@H](C)[C@@H](CN(C)S(=O)(=O)c2ccc(Cl)cc2)Oc2c(cccc2N(C)C)C1=O | -1.5 | .
COc1cccc(C(=O)NC(NCC2CCCO2)(C(F)(F)F)C(F)(F)F)c1 (stereo not given) | -0.6 | -9.0
CCOC(=O)c1c(C2COc3ccccc3O2)csc1NC(=O)c1ccco1 (stereo not given) | 0.0 | -7.8
Cc1cc(N(CC(=O)Nc2cccc([N+](=O)[O-])c2C)S(C)(=O)=O)ccc1Br | -0.3 | -23.2
Cc1noc(C)c1S(=O)(=O)Nc1ccc2c(c1)C(=O)N([C@H](C)CO)C[C@H](C)[C@@H](CN(C)C(=O)Nc1cccc3ccccc13)OCCCC[C@H](C)O2 | 2.7 | .
NCC[C@@H]1CC[C@@H](NC(=O)Nc2ccc(F)cc2)[C@@H](CO)O1 | -0.1 | 3.9
Cc1ccc(S(=O)(=O)Nc2ccc3c(c2)C(=O)N([C@@H](C)CO)C[C@@H](C)[C@H](CN(C)Cc2ccccc2)OCCCC[C@H](C)O3)cc1 | -0.9 | .
C[C@@H]1CN([C@H](C)CO)C(=O)c2cccc(NS(C)(=O)=O)c2O[C@@H]1CN(C)Cc1ccncc1 | 0.3 | 13.7
Cc1ccc(NC(=O)c2ccc(NCc3cccnc3)c([N+](=O)[O-])c2)cc1 | 0.6 | -5.9
O=C(NCC[C@H]1CC[C@H](NC(=O)c2cnccn2)[C@H](CO)O1)Nc1ccc(Cl)cc1 | 0.1 | -4.6
CC(C)NC(=O)Nc1ccc2c(c1)C(=O)N([C@@H](C)CO)C[C@H](C)[C@@H](CN(C)C(=O)Nc1ccc3c(c1)OCO3)OCCCC[C@@H](C)O2 | 2.3 | .
COC(=O)c1sc(S(=O)(=O)NCc2ccccc2)c(C(=O)OC)c1C | -1.1 | .
C[C@@H]1CN([C@@H](C)CO)C(=O)c2cc(NS(C)(=O)=O)ccc2O[C@@H]1CN(C)S(=O)(=O)c1cn(C)cn1 | 1.4 | .
CCOc1ccc(N2C(=O)CC(SCc3nc4ccccc4[nH]3)C2=O)cc1 (stereo not given) | 0.5 | 2.4
COc1cccc(NC(=O)N(C)C[C@@H]2OCc3cn(nn3)CCCC(=O)N([C@@H](C)CO)C[C@H]2C)c1 | . | 1.3
O=C(C[C@H]1CC[C@H](NC(=O)NC2CCCCC2)[C@@H](CO)O1)NCc1ccccc1 | 0.2 | 1.0
CC(C)CC(NS(=O)(=O)c1ccc(C(C)(C)C)cc1)C(=O)O (stereo not given) | -0.1 | -3.7
O=C(CCCCCCC(=O)Nc1ccccc1O)N/N=C/c1cccs1 | -0.1 | -4.8
O=C(CSC1CC(=O)N(c2cc(Cl)cc(Cl)c2)C1=O)Nc1ccccc1F (stereo not given) | 1.6 | -1.5
C[C@@H]1CN([C@@H](C)CO)C(=O)Cc2cc(NC(=O)Nc3ccc(F)cc3)ccc2O[C@H]1CN(C)C(=O)Nc1ccc2c(c1)OCO2 | 0.1 | .
